# From PubChem BioAssay
# Growth percent in the NCI-60 one-dose screen (48 h, 10 µM unless noted): 100 = growth as untreated, 0 = no growth, -100 = all killed.
# MALME-3M: MALME-3M melanoma; actives 5.8% (n = 78,000)
# UACC-62: UACC-62 melanoma; AID 1794756; actives 5.4% (n = 81,000)
# UACC-257: UACC-257 melanoma; actives 4.4% (n = 78,000); AID 1794764
# A549/ATCC: A549/ATCC NSCLC; actives 3.7% (n = 81,000)
# SK-MEL-5: SK-MEL-5 melanoma; actives 6.4% (n = 80,000); AID 1794755
# SK-MEL-2: SK-MEL-2 melanoma; AID 1794763; actives 4.7% (n = 77,000)
# EKVX: EKVX NSCLC | actives 3% (n = 71,000)
# M14: M14 melanoma; actives 6.2% (n = 80,000)
# Active calls of the source: *; . = no result given; [ ] = dose if it differs, or a comment. Rule for the calls: active = growth percent below 10; inactive = the rest.
# Each structure is followed by: MALME-3M, UACC-62, UACC-257, A549/ATCC, SK-MEL-5, SK-MEL-2, EKVX, M14
1) Cc1cc(C)c2c(N)c(C(=O)c3ccc(-c4ccccc4)cc3)sc2n1
 : 115, 101, 108, 102, 102, 119, 102, 115
2) CC(C)(C)NCc1cc(C(C)(C)C)ccc1O
 : 114, 99, 110, 116, 100, 128, 101, 102
3) Clc1ccc(Cc2nnc(Nc3nc4ccccc4s3)s2)cc1
 : 112, 69, 103, 93, 97, 113, 79, 92
4) CN(C)C(=O)c1ccc(N)cc1
 : 96, 104, 95, 84, 100, 98, 103, 102
5) CCOC(=O)/C(=C\c1ccc(Br)cc1)C(C)=O
 : 95, 87, 96, 100, 102, 99, 105, 94
6) C/C=C\C=C(C(=O)OC)C(=O)OC
 : 114, 109, 103, 100, 103, 100, 107, 109
7) CNC(=S)N/N=C/CSC/C=N/NC(=S)NC
 : 72, 89, 68, 63, 81, 99, ., 92
8) CC(=O)NCCSC(=O)CCCCC(=O)SCCNC(C)=O
 : 106, 104, 114, 112, 96, 109, 96, 99
9) CCCCC(c1ccccc1)C(C(=O)OCC)C(=O)OCC (stereo unspecified)
 : 98, 81, 121, 106, 99, ., 89, 96
10) Nc1ccccc1NC(=O)c1ccc(NC(=O)C/C=C/c2cccnc2)cn1
 : 16, 0.7*, 15, 33, -76*, 16, 53, .
11) COc1cc2c(cc1OC)C(CNC(=O)/C=C/c1cc(OC)c(OC)c(OC)c1)C2 (stereo unspecified)
 : 88, 100, 122, 110, 103, 107, ., 113
12) O=[N+]([O-])c1cccc([I+]c2cccc([N+](=O)[O-])c2)c1
 : 89, 71, 102, 102, 89, ., 98, 97
13) CC(C)CC(=O)Nc1ccc2ccccc2c1
 : 98, 98, 104, 99, 95, 113, 98, .
14) COC(=O)c1c(C)nc(C)c2c1C(=O)C=C(NCCc1c[nH]c3ccccc13)C2=O
 : 53, 79, 111, 94, 79, 94, 99, 90
15) COc1ccc(C(=O)c2c(N)c(C#N)c3n2CCC3)cc1OC
 : 103, 102, 101, 103, 99, 105, ., 107
16) CCCCCCCCCCCCN(CCCCCCCCCCCC)CC(O)c1cc2c(c3ccccc13)CCCC2 (stereo unspecified)
 : 96, 106, 103, 107, 107, 110, 107, 106
17) COc1ccc(C(=O)O)cc1.[Ag]
 : -51*, 108, 95, 93, 47, 95, 108, 106
18) CCCOc1ccc(N2CCN(c3ncnc4c3ncn4Cc3nnc4c5ccccc5c(Cl)nn34)CC2)cc1
 : 92, 76, 97, 95, 76, 114, 69, 86
19) COc1cccc(CC(C)=C(c2ccc(OCCN3CCOCC3)cc2)c2ccc(OCCN3CCOCC3)cc2)c1
 : 96, 72, 87, 84, 85, 104, 84, 98
20) Cc1cc2c(C(C)C)c(O)c(O)c(C=NCc3ccoc3)c2c(O)c1-c1c(C)cc2c(C(C)C)c(O)c(O)c(C=NCc3ccco3)c2c1O
 : 66, 68, 81, 26, 92, 45, 24, 65
21) CCCN1CCN(C(=S)SC(SC(=S)N2CCN(CCC)CC2)C(=O)c2nnn(-c3ccc([N+](=O)[O-])cc3)c2C)CC1
 : 88, 91, 91, 92, 94, 95, 103, 99
22) O=C(O)Cn1c(O)c(/C=C2/C=c3cc4c(cc3=NC2=O)OCCO4)sc1=S
 : 100, 95, 108, 114, 107, 117, 101, 111
23) Cc1cc(N=Nc2c(O)c3ccccc3[nH]c2=O)ccc1N=Nc1ccc(C(=O)N(C)C)cc1
 : 86, 85, 93, 94, 99, 93, 91, 96
24) Nc1cc(Br)cc2c1[nH]c(=O)c1ccccc12
 : 124, 100, 95, 92, 96, 112, 82, 114
25) COC(=O)c1c(C(=O)c2ccccc2)nnn1-c1cccc(C(F)(F)F)c1
 : 83, 77, 87, 90, 89, 104, 57, 87
26) Oc1ccc(CNNc2ccnc3c(O)cccc23)c2cccnc12
 : 67, 25, 38, 27, -20*, 31, 8.2*, 31
27) Cc1cc(C)c(C#N)c(OCc2cccc(Cn3c(C)cc(C)c(C#N)c3=O)n2)n1
 : 106, 89, 101, 108, 98, 105, 98, 101
28) O=S1(=O)N=C2Sc3ccccc3N2c2ccncc21
 : 128, 110, 98, 95, 123, 103, 94, 103
29) C=C(C)[C@@H]1CC[C@]2(C(=O)OC)CC[C@]3(C)[C@H](CC[C@@H]4[C@@]5(C)CC/C(=N\OC(C)=O)C(C)(C)[C@@H]5CC[C@]43C)[C@@H]12
 : 104, 76, 89, 77, 100, 94, 91, 101
30) O=S(=O)(Nc1ccc(-c2ccc(NS(=O)(=O)c3ccccc3)cc2)cc1)c1ccccc1
 : 75, 55, 71, 31, ., 57, 43, 64
31) C#CCOC(=O)c1cc2c3ccccc3oc(=O)c2c2nc3ccccc3n12
 : 97, 87, 111, 108, 92, 111, 82, 105
32) O=C(COc1cccc2cccnc12)Nc1ccc(C(=O)/C=C/c2cccs2)cc1
 : 109, 91, 106, 97, 91, 96, 90, 113
33) COc1ccc2c(c1)N(CCO)C1=C(C(=O)OC1)C2c1ccccc1 (stereo unspecified)
 : ., 20, 55, 47, 9.4*, ., 45, 7.9*
34) O=C(Nc1ccc2c(c1)-c1ccccc1C2)C1CC(=O)N(c2ccc3c(c2)OCO3)C1 (stereo unspecified)
 : 58[50 µM], 44[50 µM], 70[50 µM], 67[50 µM], 56[50 µM], 89[50 µM], 78[50 µM], 63[50 µM]
35) CCOc1ccc(NC(=O)NCc2ccco2)cc1
 : ., 112, 106, 100, 105, 119, 110, 109
36) CC(C)S(=O)(=O)c1oc(-c2cccs2)nc1S(=O)(=O)c1ccccc1
 : 103, 92, 100, 97, 99, 114, 95, 105
37) CC(=O)c1ccc(NC(=O)CNNc2nc3ccccc3c(=O)n2-c2ccccc2)cc1
 : 97, 90, 95, 93, 78, 101, 108, 95
38) CCCSc1nc(Oc2ccccc2/C=C2/SC(=O)NC2=O)c(C#N)c(-c2ccc(OC)cc2)n1
 : 96, 93, 100, 100, 99, 111, 97, 94
39) O=C(O)C12C3CCC(O3)C1(C(=O)O)C1CCC2O1 (stereo unspecified)
 : 100, 97, 103, 107, 104, ., 101, 100
40) COc1ccc(/C=C/c2nc(Nc3cccc(C(C)=O)c3)c3ccccc3n2)cc1
 : 97, 14, 94, 55, ., 91, 78, .
41) O=C(Cn1c(/C=C/c2ccc([N+](=O)[O-])cc2)nc2ccccc2c1=O)Nc1ccccc1
 : 85, 70, 101, 76, 83, 75, 80, 81
42) CCOC(=O)C(C(C)=O)c1nc2sc3cc(Cl)ccc3n2c(=N)c1C#N (stereo unspecified)
 : 53, 68, 73, 91, 74, 74, 74, 78
43) OC(CNCc1ccccc1)Cn1c2ccccc2c2ccccc21 (stereo unspecified)
 : 102, 100, 105, 107, 104, 94, ., 99
44) CCn1c(Cc2ccccc2Nc2c(Cl)cccc2Cl)nnc1SCC(=O)NN1C(=O)/C(=C/c2cc(OC)c(O)c(OC)c2)SC1=S
 : 40, 33, 64, 61, 26, 31, 60, 19
45) C[Si](C)(C)N1C(=O)c2ccccc2C1=O
 : 101, 103, 99, 93, 107, 120, ., 106
46) CC1(C)CC2(C)OC2C2(C1)N=NC(=Nc1ccccc1)O2 (stereo unspecified)
 : 57, 73, 64, 54, 62, 77, ., 65
47) CCOC(=O)N1CCN(CCCCCOc2ccc(CC(C)(C)C)cc2Cl)CC1
 : 67, ., 53, 54, 51, 72, 84, 61
48) COc1ccc(-n2ncc3c2CCc2cc(S(=O)(=O)c4ccccc4)c(=O)[nH]c2-3)cc1
 : 106, 100, 93, 96, 102, 107, ., 109
49) N#Cc1cc(-c2nc3ccccc3[nH]2)c(N)[nH]c1=O
 : 120, 92, 116, 98, 86, 109, 91, 102
50) CC1=CN2C(=NC3=C(CCCC/C3=C\c3ccc(Br)cc3)C2c2ccc(Br)cc2)S1 (stereo unspecified)
 : 101, 92, ., 93, ., ., ., 102

# The results go on.
# Each structure is followed by: MALME-3M, UACC-62, UACC-257, A549/ATCC, SK-MEL-5, SK-MEL-2, EKVX, M14
51) C=CCSc1nc2ccccc2cc1/C=N/O
 : 129, 71, 88, 92, 96, 84, 77, 91
52) NNC(=O)NO
 : 99, 106, 112, 101, 105, 91, ., 102
53) COC(=O)c1[nH]cc2c1[C@]1(CNc3ccc(Cl)cc31)c1[nH]c3ccc(Cl)cc3c1-2
 : 97, 58, 89, 59, 61, 82, 66, 80
54) CCCCOC(=O)c1cc2c3ccccc3oc(=O)c2c2nc3ccccc3n12
 : 109, 86, 117, 103, 96, 117, 92, 103
55) C/C(=N\NC(=O)c1sc(=S)n(-c2ccc(Cl)cc2)c1N)c1cnccn1
 : 89, 91, 106, 90, 83, 92, 113, 75
56) COc1cc(C(=O)C(=O)c2cc(OC)c(O)c(OC)c2)cc(OC)c1O
 : 103, 90, 98, 100, 104, 115, 104, 104
57) O=C(/C=C\c1ccccc1)CCN1CCCCC1
 : 125, 94, 92, 100, 104, 99, 106, 96
58) Cn1ccnc1C(=O)/C=C/c1ccc(C(=O)Nc2ccccc2O)cc1
 : 58, 51, 49, 31, 89, 78, 56, 71
59) CCCCn1c(N)c(N(CC)C(=O)c2ccc(Cl)cc2)c(=O)[nH]c1=O
 : 91, 85, ., 106, 105, 85, 113, 99
60) O=[N+]([O-])c1cccc([I+]c2ccccc2)c1
 : 49, 52, 80, 48, -2.6*, 76, ., 57

# Molecules above with four or more nitrogen atoms:
# Each structure is followed by: MALME-3M, UACC-62, UACC-257, A549/ATCC, SK-MEL-5, SK-MEL-2, EKVX, M14
3) Clc1ccc(Cc2nnc(Nc3nc4ccccc4s3)s2)cc1
 : 112, 69, 103, 93, 97, 113, 79, 92
7) CNC(=S)N/N=C/CSC/C=N/NC(=S)NC
 : 72, 89, 68, 63, 81, 99, ., 92
10) Nc1ccccc1NC(=O)c1ccc(NC(=O)C/C=C/c2cccnc2)cn1
 : 16, 0.7*, 15, 33, -76*, 16, 53, .
18) CCCOc1ccc(N2CCN(c3ncnc4c3ncn4Cc3nnc4c5ccccc5c(Cl)nn34)CC2)cc1
 : 92, 76, 97, 95, 76, 114, 69, 86
21) CCCN1CCN(C(=S)SC(SC(=S)N2CCN(CCC)CC2)C(=O)c2nnn(-c3ccc([N+](=O)[O-])cc3)c2C)CC1
 : 88, 91, 91, 92, 94, 95, 103, 99
23) Cc1cc(N=Nc2c(O)c3ccccc3[nH]c2=O)ccc1N=Nc1ccc(C(=O)N(C)C)cc1
 : 86, 85, 93, 94, 99, 93, 91, 96
26) Oc1ccc(CNNc2ccnc3c(O)cccc23)c2cccnc12
 : 67, 25, 38, 27, -20*, 31, 8.2*, 31
27) Cc1cc(C)c(C#N)c(OCc2cccc(Cn3c(C)cc(C)c(C#N)c3=O)n2)n1
 : 106, 89, 101, 108, 98, 105, 98, 101
37) CC(=O)c1ccc(NC(=O)CNNc2nc3ccccc3c(=O)n2-c2ccccc2)cc1
 : 97, 90, 95, 93, 78, 101, 108, 95
38) CCCSc1nc(Oc2ccccc2/C=C2/SC(=O)NC2=O)c(C#N)c(-c2ccc(OC)cc2)n1
 : 96, 93, 100, 100, 99, 111, 97, 94
41) O=C(Cn1c(/C=C/c2ccc([N+](=O)[O-])cc2)nc2ccccc2c1=O)Nc1ccccc1
 : 85, 70, 101, 76, 83, 75, 80, 81
42) CCOC(=O)C(C(C)=O)c1nc2sc3cc(Cl)ccc3n2c(=N)c1C#N (stereo unspecified)
 : 53, 68, 73, 91, 74, 74, 74, 78
44) CCn1c(Cc2ccccc2Nc2c(Cl)cccc2Cl)nnc1SCC(=O)NN1C(=O)/C(=C/c2cc(OC)c(O)c(OC)c2)SC1=S
 : 40, 33, 64, 61, 26, 31, 60, 19
49) N#Cc1cc(-c2nc3ccccc3[nH]2)c(N)[nH]c1=O
 : 120, 92, 116, 98, 86, 109, 91, 102
55) C/C(=N\NC(=O)c1sc(=S)n(-c2ccc(Cl)cc2)c1N)c1cnccn1
 : 89, 91, 106, 90, 83, 92, 113, 75
59) CCCCn1c(N)c(N(CC)C(=O)c2ccc(Cl)cc2)c(=O)[nH]c1=O
 : 91, 85, ., 106, 105, 85, 113, 99

# Compound profiles, as listed above. Screens in order: MALME-3M	UACC-62	UACC-257	A549/ATCC	SK-MEL-5	SK-MEL-2	EKVX	M14
# Entry for CCCN1CCN(C(=S)SC(SC(=S)N2CCN(CCC)CC2)C(=O)c2nnn(-c3ccc([N+](=O)[O-])cc3)c2C)CC1 : 88	91	91	92	94	95	103	99
# Entry for CC(C)S(=O)(=O)c1oc(-c2cccs2)nc1S(=O)(=O)c1ccccc1 : 103	92	100	97	99	114	95	105
